# PAFAH1B2 inh: blocks human PAF acetylhydrolase 1b catalytic subunit 2; 340,000 tested, 1.2% active; P68402; recombinant PAFAH1B2, FP-rhodamine activity probe, fluorescence polarization; inhibition, % at 3.39 µM; AID 492953;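 active means inhibition above the mean of all tested compounds plus 3 SD, cut at about 24% in these data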;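 further: 0% = enzyme with DMSO and 100% = wells lacking PAFAH1B2; many of its hits are not listed in these tables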
# LYPLA1 counter: counter-screen for PME1 inhibitors: inhibitors of human LYPLA1; O75608; AID 2174; 320,000 tested, 0.16% active; inhibition, % at 5.9 µM; recombinant LYPLA1, FP-Rh probe fluorescence polarization;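 active means inhibition above the mean of all tested compounds plus 3 SD, set per campaign, cut at about 14% in these data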;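 further: inhibitors block serine hydrolase probe labeling of LYPLA1 so polarization falls; 0% = enzyme with DMSO and 100% = wells lacking LYPLA1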
# PAFAH2 inh: inhibitors of human PAFAH2; Q99487; recombinant PAFAH2, FP-rhodamine activity probe, fluorescence polarization; inhibition, % at 3.39 µM; 340,000 tested, 0.99% active; AID 492956;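 active means inhibition above the mean over all tested compounds plus 3 SD, cut at about 30% in these data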;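 further: inhibitors block probe labeling of enzyme so polarization drops; 0% = enzyme with DMSO and 100% = wells lacking PAFAH2 protein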
# PME-1 inh: PME-1 (human) inhibition; 320,000 tested, 0.53% active; recombinant PME-1, FP-Rh probe fluorescence polarization; Q9Y570; inhibition, % at 5.9 µM;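 active means inhibition above the campaign mean of all compounds plus 3 SD, cut at about 26% in these data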;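 further: competitive labeling of PME-1 active site by serine hydrolase directed probe; 0% = PME-1 with DMSO and 100% = wells lacking PME-1 enzyme; inhibitors block probe labeling so polarization falls and inhibition rises; many of its hits are not listed in these tables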
# LYPLA2 inh: counter-screen for PME1 inhibitors: inhibitors of human LYPLA2. O95372. recombinant LYPLA2, FP-Rh probe fluorescence polarization. inhibition, % at 5.9 µM. 320,000 tested, 0.38% active;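 active means inhibition above the screen-wide mean plus 3 SD, limit set per campaign, cut at about 26% in these data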;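 further: 0% = LYPLA2 with DMSO and 100% = wells lacking LYPLA2 enzyme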
# Target sequence (O95372 whole entry, looked up): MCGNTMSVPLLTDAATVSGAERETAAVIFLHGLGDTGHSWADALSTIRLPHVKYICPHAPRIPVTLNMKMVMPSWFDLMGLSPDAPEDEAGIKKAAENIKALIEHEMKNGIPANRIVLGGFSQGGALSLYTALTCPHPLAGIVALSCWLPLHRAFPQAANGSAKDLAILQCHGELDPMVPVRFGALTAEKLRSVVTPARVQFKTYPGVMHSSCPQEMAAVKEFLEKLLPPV
# PAD4 FP inh: inhibitors of human PAD4 | 330,000 tested, 0.41% active | inhibition, % at 6.36 µM | recombinant PAD4, RCA probe fluorescence polarization | Q9UM07;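 active means percent inhibition above a cutoff equal to the mean of all tested compounds plus 3 SD, cut at about 15% in these data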;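 further: 0% = PAD4 with RCA probe and DMSO and 100% = probe without PAD4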
# Target sequence (Q9UM07 whole entry, looked up): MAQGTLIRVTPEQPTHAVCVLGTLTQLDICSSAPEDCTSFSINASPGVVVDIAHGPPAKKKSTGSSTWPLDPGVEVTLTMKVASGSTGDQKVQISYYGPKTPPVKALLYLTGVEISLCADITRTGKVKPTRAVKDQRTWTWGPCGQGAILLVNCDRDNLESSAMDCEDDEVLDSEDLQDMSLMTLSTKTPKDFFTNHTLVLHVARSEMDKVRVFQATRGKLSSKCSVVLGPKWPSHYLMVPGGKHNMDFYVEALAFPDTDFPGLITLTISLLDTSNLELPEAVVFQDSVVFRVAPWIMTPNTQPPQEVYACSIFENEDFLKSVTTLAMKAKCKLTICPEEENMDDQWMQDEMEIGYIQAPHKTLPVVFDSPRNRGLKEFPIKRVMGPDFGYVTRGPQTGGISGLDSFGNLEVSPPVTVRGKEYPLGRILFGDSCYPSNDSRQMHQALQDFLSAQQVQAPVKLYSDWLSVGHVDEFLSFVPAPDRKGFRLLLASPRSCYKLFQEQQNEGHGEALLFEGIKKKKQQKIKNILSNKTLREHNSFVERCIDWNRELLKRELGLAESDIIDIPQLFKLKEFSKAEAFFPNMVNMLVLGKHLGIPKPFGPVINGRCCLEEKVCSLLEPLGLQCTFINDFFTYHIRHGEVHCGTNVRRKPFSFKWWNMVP
# pPAFAH FP inh: pPAFAH (human) enzyme inhibition. recombinant pPAFAH, FP-rhodamine probe fluorescence polarization. inhibition, % at 3.39 µM. 330,000 tested, 1.5% active. Q13093;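 active means inhibition above the mean inhibition across the screen plus 3 SD, cut at about 25% in these data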;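 further: inhibitors block binding of the rhodamine activity-based probe so polarization drops; 0% = enzyme with DMSO and 100% = wells lacking pPAFAH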
# GSTO1 inh: GSTO1 inhibition, counter-screen for RBBP9 inhibitors | recombinant GSTO1, activity-based probe fluorescence polarization | AID 1974 | inhibition, % at 5.96 µM | 300,000 tested, 1.1% active | P78417;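 active means inhibition above the campaign mean inhibition plus 3 SD, cut at about 35% in these data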;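 further: 0% = GSTO1-1 with DMSO and 100% = wells lacking GSTO1-1 enzyme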
# PAFAH1B3 FP inh: inhibitors of human PAFAH1B3; inhibition, % at 3.39 µM; Q15102; recombinant PAFAH1B3, FP-rhodamine probe, fluorescence polarization; 340,000 tested, 0.28% active; AID 492972;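 active means inhibition above the screen-wide average of all tested compounds plus 3 SD, cut at about 25% in these data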;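 further: 0% = enzyme with DMSO only and 100% = wells lacking PAFAH1B3 protein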
# Active calls of the source: *; / = no result given.
# Sequence of screens – PAFAH1B2 inh, pPAFAH FP inh, LYPLA1 counter, PAFAH2 inh, PME-1 inh, GSTO1 inh, PAFAH1B3 FP inh, PAD4 FP inh, LYPLA2 inh
> COc1ccc(Cl)cc1NC(=O)c1nnn(CC(=O)Nc2cc(C)cc(C)c2)c1N
    -18.8, 2.9, -6.5, -19.9, -18.7, -11.9, -23.7, 4.8, -8.2
> CC(C)c1ccc(-c2nnn(CCC#N)n2)cc1
    -1.2, 7.1, 1.3, 2.5, -4.3, -3.6, 4.0, -3.0, 6.7
> COc1cccc(/C=N/NC(=O)c2c(C)nc3ccc(Cl)cn23)c1O
    7.7, 23.7, -1.5, 19.1, 10.0, 1.3, 19.9, -2.9, -1.1
> Cc1cnc(CN(C)C(=O)CC2C(=O)NCCN2Cc2cccc(F)c2F)[nH]1 (stereo not given)
    7.8, -3.0, -0.7, -2.6, -3.9, -1.4, 6.5, 0.4, 0.7
> CC1CCC2(CC1)NC(=O)N(CC(=O)Nc1cc(S(=O)(=O)N3CCCC3)ccc1Cl)C2=O (stereo not given)
    3.5, 1.9, /, -2.5, /, /, 8.4, -3.5, /
> COc1nc(-c2ccc3c(c2)OCO3)n(-c2ccc(NC(=O)CSc3ccccc3)cc2)n1
    1.0, 1.8, -8.1, -6.1, -5.0, -4.5, 1.9, -3.3, -4.3
> Fc1ccc(CN2CCN(C(=S)NCCc3ccccc3)CC2)c(Cl)c1
    11.3, 2.4, -2.4, 1.1, 0.2, -2.9, -2.2, -2.6, 1.5
> Cc1nnc(NC(=O)c2ccncc2)s1
    3.4, 1.4, -2.7, 2.9, -1.5, -4.4, 4.3, -0.8, -0.8
> FC(F)(F)c1cc(Oc2ccc(Cl)cc2)nc(-c2ccccn2)n1
    0.9, 4.0, 2.2, 3.9, 1.8, 0.7, 10.7, 2.6, 4.5
> O=S(=O)(NCc1cccnc1)c1ccc(Br)c2ccccc12
    5.6, 7.9, 0.8, 2.7, 6.8, -7.1, 11.4, -3.0, 1.6
> COc1ccc(C(=O)Nc2cccc(/C=C(\CCC(=O)O)c3nc4ccccc4s3)c2)cc1
    1.9, 11.3, -24.2, -14.9, -30.4, -45.3, 5.2, -17.3, -36.4
> CCNC(=O)c1ccc(N(C)S(=O)(=O)c2cccs2)cc1
    1.6, -4.5, 2.7, 1.4, -10.4, 8.8, 6.9, 3.1, -6.7
> Cc1ccc(C)c(S(=O)(=O)N2CCN(C(=O)C3CCN(c4ncnc5sc(C)c(C)c45)CC3)CC2)c1
    -0.8, -4.8, 6.6, -7.2, 3.4, -7.6, -3.9, -2.7, 7.3
> Cc1ccccc1S(=O)(=O)Cc1ccc(C(=O)NC2CCCCC2C)o1 (stereo not given)
    1.3, 7.3, 3.5, -0.4, 5.0, -2.9, 2.5, -2.3, 7.2
> COc1ccc(C(=O)NCC(=O)OCC(=O)NC(=O)NC2CCCCC2)cc1OC
    3.2, -1.2, -2.5, 0.9, -1.4, 2.7, 6.2, 2.6, 3.2
> COc1ccc(S(=O)(=O)NCC2CCCN(C(=O)c3ccco3)C2)cc1 (stereo not given)
    11.7, -5.0, -2.2, 0.7, -3.7, 5.9, 11.1, -0.1, -3.0
> Cc1ccc(S(=O)(=O)NCC(=O)NCC(=O)OCC(=O)NC(=O)NC(C)(C)C)cc1C
    1.1, 1.4, 3.4, 3.2, 0.3, 10.1, 3.9, 3.4, 4.8
> COc1ccccc1CN(C)C(=O)C1(c2ccc(Cl)cc2)CC1
    12.4, 4.4, -2.7, 1.7, 2.6, 3.8, -0.8, 2.9, 0.0
> Cc1cc2ccc(C)c(C)c2nc1SCC(=O)c1cccs1
    0.2, 12.9, -4.2, -10.5, -7.2, 0.8, 4.1, 2.0, -5.8
> CCOC(=O)/C(=N\Nc1cc(Cl)ccc1Cl)N1CCN(CC)CC1
    -2.2, 0.7, -0.2, -5.6, 2.0, 0.2, -0.9, 5.4, -3.3
> COc1ccc(/C=C\c2onc(C)c2S(=O)(=O)N2CCC(C(=O)NCc3ccco3)CC2)cc1
    3.5, 4.1, -0.8, -1.4, -7.4, -1.6, 4.9, -1.6, 2.7
> Cc1ccc(-c2ccc(CCC(=O)O)n2NC(=O)c2cccs2)cc1
    3.0, 5.7, 4.2, 3.1, 3.6, -0.4, -6.6, 1.8, 8.4
> Cc1cc(C)n2nc(C(=O)OCC(=O)c3cc(C)n(C)c3C)nc2n1
    5.3, 5.9, -4.6, 2.0, 0.0, 8.0, 3.6, 3.5, 4.5
> Cc1nc(C)n(CCNS(=O)(=O)c2ccccc2)n1
    7.2, 3.5, -3.5, 4.9, -4.1, 10.8, 11.2, -3.5, -3.5
> O=C(Nc1ccccc1Cl)N1CCN(c2ccc3nncn3n2)CC1
    -1.1, 1.6, 1.6, 0.0, -2.6, 5.9, 2.3, -0.4, -7.6
> O=c1cc[nH]c2ccc(Cl)cc12
    3.8, 2.1, -5.6, -3.3, 3.1, 2.2, -4.8, -0.5, -0.7
> Cc1cccc([C@@H]2[C@@H]3C(=O)N(Cc4ccccc4)C(=O)[C@@H]3[C@]3(Cc4ccccc4)C(=O)N(c4cccc(F)c4)C(=O)N23)c1
    7.2, 7.8, -2.5, -3.9, -4.3, -3.6, 4.5, 2.2, -4.5
> O=C(OCc1nc2scc(-c3ccccc3)c2c(=O)[nH]1)c1cc([N+](=O)[O-])ccc1Cl
    7.5, 6.3, -7.0, 2.4, 9.7, 1.1, 14.5, 4.8, -6.5
> CC(C)c1ccc(N2C(=O)C3C4C=CC(CC4)C3C2=O)cc1 (stereo not given)
    3.8, 5.3, -3.5, 3.5, 4.2, 4.4, 6.7, 2.8, 0.0
> Cc1ccc2ccccc2c1COC(=O)c1nonc1N
    1.4, 6.3, -3.4, 6.6, 1.8, -0.1, -2.2, -1.2, -5.9
> Cc1cccc(CSCCNC(=O)c2ccc(N(C)S(=O)(=O)c3ccccc3)cc2)c1
    5.5, 1.9, -8.8, -1.2, -14.4, -3.8, 6.5, 6.0, -10.8
> CCCCCCCNC(=O)C1(CC2CC(c3ccccc3)=NO2)CCN(C(=O)OC(C)(C)C)CC1 (stereo not given)
    -0.1, 6.3, -3.6, 4.4, -5.8, -1.8, 8.9, -2.6, -5.8
> COc1ccc(-c2nnc(NC(=O)CS(=O)(=O)c3ccc(F)cc3)o2)c(OC)c1
    0.1, 10.4, 0.8, 10.9, 8.4, 4.3, 2.0, 2.8, 5.3
> CC1CN(C(=O)c2cccc(S(=O)(=O)N3CCN(c4ccc(F)cc4)CC3)c2)CC(C)O1 (stereo not given)
    3.5, 4.8, 4.2, 1.4, -0.4, 2.0, 2.0, -1.5, 7.8
> CC(Oc1ccccc1C(N)=O)C(=O)Nc1ccc(S(=O)(=O)N2CCCC2)cc1 (stereo not given)
    3.0, 1.0, -0.9, 4.0, 9.1, 9.2, 12.7, -2.8, 3.5
> Cc1cc(Cl)cc(Cl)c1OCCOCCN(C)C
    -0.8, 0.8, -0.7, -3.2, -3.8, 21.0, 5.8, 5.4, -0.6
> Cc1ccc2c(c1)nnn2C1CCN(C(=O)c2cccs2)CC1
    4.3, -6.8, -3.1, 7.0, 3.4, 0.8, -2.5, -0.9, -8.8
> Cc1cc(Br)cc(Br)c1OCC(=O)NNC(=O)c1ccoc1C
    -1.6, -10.3, 0.4, 0.7, -1.1, 2.6, 3.8, -4.6, -6.7
> Cc1ccc(NC(=O)CSc2nnc(C)n2C2CC2)cc1S(=O)(=O)N1CCOCC1
    3.0, 2.9, 0.1, -3.5, 2.4, /, 4.5, -4.3, 10.1
> Cc1cccc2c1cnn2C(=O)CCC(=O)NCc1ccc(F)cc1
    4.7, 6.9, 3.4, 3.3, -3.9, 2.5, -2.9, 2.1, -0.2
> CCC(C(=O)NCCN1CCOCC1)n1nc(C)n2c(cc3sccc32)c1=O (stereo not given)
    0.7, 4.2, -2.2, 2.1, -3.1, -0.4, 4.0, -2.8, 1.3
> N#CCC(=O)Nc1ccc(C(=O)N2CCN(c3ccccn3)CC2)cc1
    6.6, 5.8, -3.3, -8.5, 1.9, 1.1, 8.7, -5.0, 1.8
> O=C(NCCN1CCCCC1)Nc1cccc(F)c1
    1.2, -0.6, 1.0, 0.2, 3.0, 5.2, 5.7, -4.9, -6.2
> CCCCCn1c(N)c(-c2nc3ccccc3o2)c2c([N+](=O)[O-])nn(C)c(=O)c21
    -1.8, -2.5, -3.1, 10.1, 0.7, 7.2, -0.8, 5.0, -7.0
> O=C(O)CN1CCN(Cc2ccccc2)C1=O
    3.7, 1.7, 0.2, -14.7, 1.7, -1.0, 3.2, 0.9, 1.7
> O=C1c2ccccc2C(=O)N1CC(O)COc1ccc(Cl)cc1 (stereo not given)
    3.3, -1.2, 3.1, 3.4, -4.3, 3.6, 0.3, 2.5, 7.0
> O=c1c(-c2ccc(F)cc2)[n+]([O-])c2ccccc2n1OCc1ccccn1
    3.5, 0.1, -4.2, 1.0, 0.9, 1.4, 6.0, -0.7, -5.6
> Cc1cc(C)n(-c2ccc(C(=O)N3CCN(S(=O)(=O)c4ccc(C(C)C)cc4)CC3)cc2)n1
    1.2, 0.4, 1.4, 24.0, 8.6, /, -1.0, 1.3, -3.3
> COc1ccc(-n2nc(C(=O)NCC(=O)NCc3ccccc3OC)c3ccccc3c2=O)cc1
    -2.5, 2.5, -8.4, -7.0, 2.2, 3.2, 2.4, 0.7, -7.1
> Nc1nc(SCC(=O)Nc2ccc([N+](=O)[O-])cc2)n[nH]1
    1.7, 0.1, 7.0, 2.0, -0.1, 6.7, 3.6, 1.9, 7.8
> Cc1ccc2c(c1)N(CCC(=O)NCc1ccco1)C(=O)CO2
    -1.5, 6.5, 0.8, -4.8, -5.6, 8.0, 4.4, -1.6, 8.5
> COc1ccc(C(=O)C2CCCN(C(=O)c3ccc(CSC)o3)C2)cc1F (stereo not given)
    6.8, 5.6, 0.6, 7.8, 6.1, -7.7, 7.2, -0.1, 3.3
> CN1CCN(C(=O)c2ccc3c(=O)n(Cc4ccc(Cl)cc4)c(=S)[nH]c3c2)CC1
    19.8, 4.5, -4.6, 4.2, 1.0, 11.7, -0.9, -3.4, 1.2
> CCCCCC(=O)Nc1cc(S(=O)(=O)N2CCOCC2)ccc1Oc1ccc(OCC)cc1
    5.6, 3.1, -1.3, 1.9, -1.8, 0.1, -0.1, -2.2, -4.4
> CN1CCN(c2ccc(C(CC(N)=O)NC(=O)c3ccccc3)cc2[N+](=O)[O-])CC1 (stereo not given)
    -3.6, 4.5, 2.4, -1.4, 2.2, -4.0, 3.8, -4.1, 0.2
> O=S(=O)(CCc1nnc(-c2ccc(Br)cc2)o1)c1ccc(Cl)cc1
    6.1, -2.4, 3.5, 3.6, -7.0, 7.2, 2.7, 0.8, 2.5
> COc1ccccc1/C=N/NC(=O)c1cccc(OC(F)(F)C(F)F)c1
    -1.0, 1.8, -1.4, -3.6, -9.8, -0.8, -0.5, -4.6, -4.1
> COc1ccc(CNc2nc3ccccc3n2C(C)C)cc1
    -1.4, 4.6, 5.5, 5.3, -8.0, 2.7, 9.0, -3.5, 1.9
> O=C1C2=C(c3ccccc31)[N+](=O)[C@@H]1CCCC[C@@H]1N2[O-]
    -1.2, -0.5, 0.2, 16.0, 0.5, 26.5, 13.5, -11.2, 3.5
> COc1ccc(NC(=O)Nc2ccc3c(c2)C(=O)N([C@H](C)CO)C[C@H](C)[C@@H](CN(C)C(=O)Nc2c(C)noc2C)O3)cc1
    -3.1, 3.0, /, -4.4, /, /, 6.0, -1.6, /

# The list is partial; count on the stated rates, not on these rows.
